Salmonella PhoP GFP: PhoP regulon inhibitors, Salmonella typhi PhoP promoter GFP reporter, confirmatory (AID 1850); Salmonella Typhi PhoP-promoter GFP reporter, fluorescence, 4 h; higher % means a stronger effect; actives 0.33% (n = 310,000); inhibition, % at 50 µM, or IC50 in µM where a hit was titrated; in the data active = a potency from the dose series; inconclusive = inhibition mostly from about 25% at the one dose, without a potency; inactive = the rest, 99 in 100 with inhibition below about 19%;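 also: 0% = induced wells with vehicle and 100% = uninduced wells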
influenza NS1A: H1N1 influenza NS1A inhibitors, functional cell based assay (AID 504329); NS1A functional cell-based assay, percent inhibition; higher % means a stronger effect; inhibition, % at 12.5 µM, or IC50 in µM where a hit was titrated; actives 0.3% (n = 340,000); in the data active = a potency from the dose series; inconclusive = inhibition above about 27% without an active follow-up result; also: strong numbers were not always called active
tuberculosis growth: growth inhibition of non-replicating M. tuberculosis (AID 488890) | Mycobacterium tuberculosis non-replicating, growth inhibition; higher % means a stronger effect | one-dose inhibition, % at 25 µM; IC50 in µM for titrated hits | actives 0.39% (n = 320,000); in the data active = a potency from the dose series; inconclusive = inhibition mostly from about 82% at the one dose, without a potency; inactive = the rest, 99 in 100 with inhibition below about 76%;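 also: plate controls were DMSO cells for no effect and high antibiotic wells for full effect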
M. tuberculosis HTS: M. tuberculosis growth inhibition, HTS (AID 449762) | M. tuberculosis H37Rv growth inhibition, 7H9 media; higher % means a stronger effect | inhibition, % at 25 µM, or IC50 in µM where a hit was titrated | actives 0.59% (n = 330,000); in the data active = a potency from the dose series; inconclusive = inhibition above about 70% without an active follow-up result;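 also: bacterial growth assessed after seven days of incubation; strong numbers were not always called active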
VEEV TC-83 Vero: inhibitors of VEEV TC-83 cytopathic effect, confirmation, Vero cells (AID 588727). actives 0.13% (n = 350,000). inhibition, % at 20 µM; hits with a dose series show IC50 in µM. Vero cells, VEEV TC-83 cytopathic effect inhibition; higher % means a stronger effect; in the data active = a potency from the dose series; inconclusive = inhibition mostly from about 14% at the one dose, without a potency; inactive = the rest, 99 in 100 with inhibition below about 12%; also: strong numbers were not always called active
VEEV TC-83 Vero 10K pilot screen: also measured in VEEV TC-83 Vero; calls as there; inhibition, %; measured here: 10K pilot screen inhibition
Active calls of the source: *; i = inactive; ? = inconclusive; / = no result given; & = joins results of further samples.

SMILES | Salmonella PhoP GFP | influenza NS1A | tuberculosis growth | M. tuberculosis HTS | VEEV TC-83 Vero | others
Cn1c(SCC(=O)Nc2ccccc2)nnc1C(F)(F)F | -15% | 2% | 8% | -7% | 1.1%
CCOc1ccc2c(c1)sc(N)[n+]2Cc1cc(C)cc2cccnc12 | -16% | 8% | ? | 51% | 2.4%
COc1ccc(CN2CCNC(=O)C2CC(=O)NC2CCCC2)c(C)c1C (centres undefined) | -11% | -8% | 28% | -4% | 0.4%
COc1ccc(C(=O)NC2CCN(S(=O)(=O)c3ccccc3F)CC2)cc1 | -3% | -5% | 4% | -6% | i
C#CCOCCOCCOCCNc1nc(N2CCN(C(=O)C([C@@H](C)CC)n3cc(C(N)CC(C)C)nn3)CC2)nc(N2CCN(C(=O)[C@H](CCC(=O)O)n3cc(C(N)[C@H](C)CC)nn3)CC2)n1 (some centres undefined) | 4% | 6% | -3% | 7% | 0.3%
COc1ccc(NC(=O)CCNS(=O)(=O)c2ccc3c(c2)CC(C)N3C(C)=O)cc1 (centres undefined) | -24% | -4% | -34% | 2% | 0.2%
C/C(N)=C(/C#N)C(=O)CSc1nnc(Nc2ccccc2)s1 | 0% | -3% | 45% | -1% | 1.6%
OCC1(Cc2ccccc2)CCCN(Cc2cnn(-c3ccccc3)c2)C1 (centres undefined) | -8% | -5% | -11% | -8% | 0.3%
CC(C)N(C(=O)c1ccc(C(=O)Nc2ccc([N+](=O)[O-])cc2)cc1)C(C)C | -9% | -2% | 7% | 1% | 0.8%
NNC(=S)Nc1c(Br)cc(F)cc1Br | 2% | 0% | 67% | 56% | 1.9%
COc1ccccc1CCC(=O)NNC(=O)c1cccs1 | / | 7% | -3% | 0% | 0.3%
COc1ccc(/C=C2\SC(=S)N(CC(=O)OCC(=O)Nc3ccc([N+](=O)[O-])cc3OC)C2=O)cc1 | / | -1% | / | / | 2.5%

Two records picked at random from the list so far:
SMILES | Salmonella PhoP GFP | influenza NS1A | tuberculosis growth | M. tuberculosis HTS | VEEV TC-83 Vero | others
C/C(N)=C(/C#N)C(=O)CSc1nnc(Nc2ccccc2)s1 | 0% | -3% | 45% | -1% | 1.6%
COc1ccc(/C=C2\SC(=S)N(CC(=O)OCC(=O)Nc3ccc([N+](=O)[O-])cc3OC)C2=O)cc1 | / | -1% | / | / | 2.5%

Going on with the list.
SMILES | Salmonella PhoP GFP | influenza NS1A | tuberculosis growth | M. tuberculosis HTS | VEEV TC-83 Vero | others
COc1cc(/C=N/n2nnnc2Nc2ccccc2)cc(OC)c1OC | -9% | 22% | 18% | 11% | 7.5%
O=C(N/N=C/c1ccc(OCC(=O)N2CCCCC2)cc1)c1ccccc1 | 6% | 1% | 15% | 7% | i
COc1ccc(Nc2nnc(SCC3CCCCO3)s2)cc1 (centres undefined) | 6% | 6% | 74% | 1% | 1.5%
Cc1n[nH]c(C)c1S(=O)(=O)N1CCN(c2ccccn2)CC1 | -6% | -11% | -6% | -11% | 0.4%
O=S(=O)(c1ccc(Cl)cc1)N1CCN(S(=O)(=O)N2CCCCCC2)CC1 | -3% | 2% | -5% | -6% | i
Cc1ccc(C(=O)Nc2ncc(Cc3ccc(F)cc3)s2)o1 | -7% | -4% | / | -9% | 2.2%
O=C(Nc1ccc(N2CCOCC2)cc1)c1ccc(-c2ccccc2[N+](=O)[O-])o1 | 7% | 3% | -6% | -3% | 8.9%
CC(=O)n1cc([C@H]2C=C(C(=O)N3CCN(Cc4ccccc4)CC3)O[C@@H](OCc3ccc(CO)cc3)C2)c2ccccc21 | -6% | 2% | 14% | 69% | 2.4% | VEEV TC-83 Vero 10K pilot screen=5.3
CCN(CC)S(=O)(=O)c1ccc(N2CCCC2)c(NS(=O)(=O)c2ccc(F)cc2)c1 | -3% | 0% | 27% | 8% | 0.3%
CCc1ccccc1NC(=O)C(Cc1ccccc1)c1nn[nH]n1 (centres undefined) | 1% | -5% | -4% | -3% | 0.3%
CC(=NNC(=O)c1ccc2nc[nH]c2c1)c1ccc(Br)cc1 | / | 1% | 7% | -4% | 2.5%
O=C(Cc1ccccc1)Nc1ccc(C(=O)NCC2COc3ccccc3O2)cc1 (centres undefined) | -4% | 23% | i | 1% | 3.2%
CSc1ccc(CN(C)C(=O)c2cc(S(=O)(=O)NCc3ccccc3)ccc2C)cc1 | 9% | -2% | 6% | ? | 8.4%
Cc1ccc(-n2c(SCC(=O)Nc3cccc(S(=O)(=O)NC4=NCCCCC4)c3)nc3ccccc3c2=O)cc1C | 3% | -2% | 24% | -9% | 10%
CC1(C)O[C@@H]2[C@H](O1)[C@@H](COS(=O)(=O)O)O[C@H]2n1cc(Br)c(=O)[nH]c1=O | / | -20% | -22% | -5% | 2.2%
Clc1cccc(C2Nc3cccc4cccc(c34)N2)c1 | -5% | 2% | 19% | 12% | 1.5%
CC(C)[C@H](NC(=O)[C@@H]1Cc2ccccc2CN1)C(=O)Nc1ccc2c(c1)OCO2 | -2% | -2% | -14% | -3% | 1.9%
CCCc1nnc(NC(=O)CCC(=O)N2CCN(Cc3ccc(C)cc3C)CC2)s1 | -1% | -3% | 8% | 5% | 2.2%
COc1cc(/C=N/n2nnnc2N)ccc1OCC(N)=O | -3% | 0% | 2% | -10% | 0.4%
Cc1cc(C(=O)CN2C(=O)NC(C)(CC(C)C)C2=O)c(C)n1-c1ccc2c(c1)OCO2 (centres undefined) | -12% | 1% | 59% | -13% | 2.5%
Cc1c(NC(=S)NNC(=O)CCC(=O)O)c(=O)n(-c2ccccc2)n1C | 0% | -1% | -3% | -4% | 0.7%
CCC(=O)c1ccc(N2CCN(C(=O)c3ccccc3F)CC2)c(F)c1 | 5% | -2% | 6% | -3% | 1.3%
CC1(C)SC2C(NC(=O)COc3ccccc3)C(=O)N2C1C(=O)O (centres undefined) | -5%&-16% | 0%&-9% | -9%&8% | 4%&6% | 0.5%
CC1CN(C(=O)/C=C/c2cccc([N+](=O)[O-])c2)CC(C)O1 (centres undefined) | 1% | 9% | -5% | -9% | 0.3%
CC(=O)c1cc(CN2CCC(N3CCC(C(=O)NC(C)C)CC3)CC2)cs1 | 0% | 6% | 12% | 4% | 0.4%
CC(=O)NC(CC(=O)OCC(=O)N1c2ccccc2NC(=O)C1(C)C)c1ccccc1 (centres undefined) | / | -12% | -5% | -3% | 0.1%
CN1CCN(NC(=O)c2cc([N+](=O)[O-])cc([N+](=O)[O-])c2)CC1 | 14% | 6% | 12% | -3% | i
Cc1cc(=O)oc2c(CN3CCOCC3)c(O)ccc12 | / | 6% | / | / | 0.6%
CC(C)[C@H](NC(=O)c1ccccc1)C(=O)OCC(=O)c1ccc2c(c1)NC(=O)CO2 | 0% | 0% | 20% | -17% | 4.2%
CCCCNC(=S)NC(C)(C)CO | -4% | -5% | -7% | 1% | 1.2%
O=C(CSc1nc2ccccc2c(=O)[nH]1)c1ccc(O)cc1O | / | -9% | / | / | 8.2%
CN(C(=O)c1ccccc1Cl)c1ccccc1C(=O)NCCc1ccccc1 | -5% | -3% | -6% | 6% | 7.3%
CN(C)c1ccc(/C(=N\O)c2ccccc2)cc1 | -6% | 7% | 14% | -5% | i
O=C(/C=C/c1ccc(S(=O)(=O)N2CCOCC2)cc1)NC(=S)Nc1ccc(N2CCOCC2)cc1 | -7% | 12% | 20% | -3% | i
N#Cc1c(CSCC(=O)O)cc(=O)n2c1[nH]c1ccccc12 | 8% | -11% | -3% | -4% | 0.7%
Cc1cc(N2CCOCC2)n2nc(C)c(-c3ccccc3Cl)c2n1 | -7% | -15% | -5% | 13% | 3.1%
CC(=O)OC1N=C(c2ccccc2Cl)c2cc(Br)ccc2N(C)C1=O (centres undefined) | 6% | 1% | 10% | -6% | 1.0%
Cc1cccc(NC(=O)c2cc3cc([N+](=O)[O-])ccc3s2)n1 | -14% | 4% | 17% | 7% | 0.7%
CCCCN1C(=O)C(O)(CC(=O)c2ccccn2)c2ccccc21 (centres undefined) | -8% | -2% | 76% | 1% | 6.1%
COC(c1ccccc1)c1nnc(CCC(=O)N(C)C(C2CC2)C2CC2)o1 (centres undefined) | -7% | -4% | -7% | -5% | 1.1%
COc1ccc(OC)c(Nc2nc(N)c([N+](=O)[O-])c(N3CCOCC3)n2)c1 | 10% | 9% | 4% | 2% | 8.3%
Cc1ccc(S(=O)(=O)O)c(C)c1N1CCCC1=O | -17% | -4% | 9% | 4% | i
CCc1ccccc1N1CSC2=C(C#N)C(c3ccccc3F)CC(=O)N2C1 (centres undefined) | 0% | 7% | 31% | -4% | 1.8%
O=C(O)c1cccc(Sc2cc(Cl)ccc2C(=O)O)c1 | / | 1% | -15% | -1% | 0.1%
CCOC(=O)[C@@H]1[C@H]2COc3cc(OC)ccc3[C@@H]2N2C(=O)N(c3ccc(Br)cc3)C(=O)[C@]12C | -4% | -3% | 25% | 14% | i
CCn1c(CSCc2ccc(C)cc2)n[nH]c1=S | -1% | -5% | -6% | 3% | 1.5%
OC[C@H]1O[C@@H](n2cnc3c(NC4CCCC4)ncnc32)[C@H](O)[C@@H]1O | -5% | 1% | -5% | -4% | 1.4%
O=S(=O)(c1ccc(N2CCC(c3ccc(Cl)cc3)=N2)cc1)N(CCO)CCO | 2% | -37% | 28% | -25% | i

The closing 5 compounds of the part before lead into the next.
SMILES | Salmonella PhoP GFP | influenza NS1A | tuberculosis growth | M. tuberculosis HTS | VEEV TC-83 Vero | others
O=C(O)c1cccc(Sc2cc(Cl)ccc2C(=O)O)c1 | / | 1% | -15% | -1% | 0.1%
CCOC(=O)[C@@H]1[C@H]2COc3cc(OC)ccc3[C@@H]2N2C(=O)N(c3ccc(Br)cc3)C(=O)[C@]12C | -4% | -3% | 25% | 14% | i
CCn1c(CSCc2ccc(C)cc2)n[nH]c1=S | -1% | -5% | -6% | 3% | 1.5%
OC[C@H]1O[C@@H](n2cnc3c(NC4CCCC4)ncnc32)[C@H](O)[C@@H]1O | -5% | 1% | -5% | -4% | 1.4%
O=S(=O)(c1ccc(N2CCC(c3ccc(Cl)cc3)=N2)cc1)N(CCO)CCO | 2% | -37% | 28% | -25% | i
O=S(=O)(c1ccc(F)cc1)N1CCCc2ccccc21 | 2% | / | 28% | 7% | /
COc1ccc(S(=O)(=O)N2CCC(c3nc4ccccc4[nH]3)CC2)cc1 | -23% | 3% | -19% | 6% | 0.1%
O=C1OCC2=C1C(c1ccccc1)CC(=O)N2c1ccc(F)cc1 (centres undefined) | -8% | -3% | 1% | -1% | 0.7%
N#C/C(=C\c1ccncc1)C(=O)Nc1ccc(C(=O)O)cc1 | 4% | -14% | -1% | 4% | 0.1%
Cc1ccc(NC(=O)c2cc3c(=O)oc4ccccc4c3s2)nc1 | -2% | -11% | -14% | 5% | i
O=C(CSc1nc2ccc([N+](=O)[O-])cc2[nH]1)c1ccc(Cl)cc1 | 9% | -4% | 55% | 7% | 0.5%
Cc1ccc(Cn2c(SCc3cccnc3)nc3c2c(=O)n(C)c(=O)n3C)cc1 | -3% | 0% | 7% | -2% | i
Cc1cc(Oc2ccc(Cl)cc2)nc(-c2ccccn2)n1 | -14% | -22% | ? | ? | 0.5%
O=C(NCC1CCCO1)c1ccc(NC(=O)c2ccc([N+](=O)[O-])cc2)cc1 (centres undefined) | -9% | 3% | -6% | -2% | 0.3%
O=C(Nc1ccc2c(c1)OCO2)c1ccc2c(c1)OCO2 | -6% | 2% | 11% | 2% | 9.1%
O=[N+]([O-])c1ccc(N/N=C/c2cn(-c3ccccc3)nc2-c2ccccc2)cc1 | -3% | 7% | -2% | ? | 1.0%
Cc1cccc(NCc2ccccc2O)c1C | -5% | -10% | / | -9% | 0.8%
CC1CCCN(CC(O)COc2ccc(Cl)cc2)C1 (centres undefined) | 3% | 0% | 8% | 6% | 0.2%
COC(=O)c1oc2ccccc2c1NC(=O)c1ccccc1O | -2% | -5% | -3% | -1% | 7.0%
O=C1C2C(C(=O)N1Cc1ccco1)C1C=CC2C12CC2 (centres undefined) | -11% | -2% | -4% | -3% | 1.2%
COc1cc(Cl)c(C)cc1Nc1ncccn1 | 13% | 8% | 5% | 12% | 4.1%
C/C(=N\O)c1ccc2[nH]ccc2c1 | 1% | 2% | -4% | 1% | 1.6% | VEEV TC-83 Vero 10K pilot screen=2.1
Cc1c(C(N)=O)sc2ncn(CC(=O)N(C)C3CCCCC3)c(=O)c12 | -5% | 5% | 0% | -4% | 0.9%
N#C/C(=C/c1ccc(-c2ccc(S(=O)(=O)N3CCOCC3)cc2)o1)C(=O)NC1CC1 | / | 3% | / | / | 9.7%

Rows were taken by chance; overall some 1.5% were active at least once.
